CAL PDZ FP-1: CAL PDZ peptide-binding inhibitors, primary screen, biochemical, fluorescence polarization, Cer-tagged CAL PDZ, HTS; Golgi-associated PDZ and coiled-coil motif-containing protein (Homo sapiens), Q9HD26; purified CAL PDZ, TMR-peptide fluorescence polarization, 1 h; inhibition, % at 20 µM; 0.02% of 330,000 active; AID 504414, 2011;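 active = highest replicate inhibition of at least 40%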;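 also: plate controls were DMSO neutral control wells for no effect and unlabeled competitor peptide control wells for full effect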
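Material: tagged CAL PDZ protein CerCALP, purified; buffer or medium: sodium phosphate/NaCl buffer pH 7.4 with TCEP, IgG, Thesit; also added: fluorescent TMR peptide probe; schedule: 1 h incubation at room temperature before polarization reading; technique: fluorescence polarization from S- and P-plane intensities, G-factor corrected; control set: unlabelled peptide and DMSO controls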
NSD2 HMT inh: NSD2 histone methyltransferase inhibitors, primary screen, biochemical, AlphaScreen, single concentration, set 2; inhibition, % at 12.5 µM; 0.54% of 310,000 active; Histone-lysine N-methyltransferase NSD2 (Homo sapiens), O96028; AID 743445, 2014; NSD2 peptide methylation, 120 min; in the data active = inhibition above about 50%
Keap1-Nrf2 PPI: Keap1-Nrf2 protein-protein interaction inhibitors, primary screen, biochemical, fluorescence polarization, single point | Keap1 Kelch-Nrf2 peptide fluorescence polarization, 1536-well | Kelch-like ECH-associated protein 1 (Homo sapiens), Q14145 | inhibition, % at 9.4 µM | 0.15% of 340,000 active; in the data active = inhibition above about 12%;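 also: human Keap1 Kelch domain with fluorescein labeled Nrf2 9mer peptide probe; 0% = neutral control wells and 100% = peptide positive control; higher means more block of Keap1 binding to Nrf2 peptide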
CAL PDZ FP-2: untagged CAL PDZ binding inhibitors, primary screen, biochemical, fluorescence polarization, HTS; inhibition, % at 24.9 µM; purified CAL PDZ, TMR-peptide fluorescence polarization, 1 h; 0.92% of 300,000 active; AID 602252, 2012; Golgi-associated PDZ and coiled-coil motif-containing protein (Homo sapiens), Q9HD26;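 active = mean inhibition of at least 30% with at least half of replicates also reaching 30%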;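 also: 0% = DMSO neutral control and 100% = excess unlabeled competitor peptide PRC23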
Arr AP2 block: inhibitors of beta-arrestin/AP2 binding, primary screen, biochemical, GPCR trafficking, flow cytometry; inhibition, % at 10 µM; FITC-arrestin peptide / GST-AP2 beads; AP2 beta2 appendage carries R879A mutation; 0.31% of 340,000 active; AID 504490, 2011;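 active = inhibition above a set limit, near 3 SD of compounds lacking own fluorescence, cut at about 54% in these data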;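 also: plate controls were DMSO wells for no effect and 5 µM unlabelled arrestin peptide for full effect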
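System: GST-AP2 R879A glutathione beads. Medium: PBS with 0.05% Tween 20 and 0.1% BSA. Also added: FITC-arrestin peptide, 50 nM. Incubation: 12 min plus 1 h, RT. Measured by: high-throughput flow cytometry of beads, ex 488, em 535 nm. Evaluation: percent drop in bead-associated FITC signal.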
C-LANA FP: inhibitors of KSHV C-LANA binding to DNA, primary screen, biochemical, fluorescence polarization, FAM-LBS DNA, MBP-C-LANA, single point; inhibition, % at 9 µM; 0.078% of 340,000 active; Kaposi's sarcoma herpesvirus LANA C-terminal domain (residues 932-1162) DNA binding;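 active = highest replicate inhibition at or above 60% at 9 µM, even if other replicates fall short; inactive = all replicates below 60% inhibition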;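 also: 0% = neutral control wells and 100% = 4 µM acridine orange control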
DAGLB inhibitor: DAGLB lipase inhibitors, primary screen, biochemical, fluorescence, HTS; Diacylglycerol lipase-beta (Homo sapiens), Q8NCG7; inhibition, % at 5.17 µM; HEK293T DAGLB membrane lysate, EnzChek fluorogenic substrate; 0.059% of 340,000 active; in the data active = inhibition above about 34%;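 also: 0% = enzyme with vehicle and 100% = wells lacking enzyme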
Target sequence (Q8NCG7 whole entry, looked up): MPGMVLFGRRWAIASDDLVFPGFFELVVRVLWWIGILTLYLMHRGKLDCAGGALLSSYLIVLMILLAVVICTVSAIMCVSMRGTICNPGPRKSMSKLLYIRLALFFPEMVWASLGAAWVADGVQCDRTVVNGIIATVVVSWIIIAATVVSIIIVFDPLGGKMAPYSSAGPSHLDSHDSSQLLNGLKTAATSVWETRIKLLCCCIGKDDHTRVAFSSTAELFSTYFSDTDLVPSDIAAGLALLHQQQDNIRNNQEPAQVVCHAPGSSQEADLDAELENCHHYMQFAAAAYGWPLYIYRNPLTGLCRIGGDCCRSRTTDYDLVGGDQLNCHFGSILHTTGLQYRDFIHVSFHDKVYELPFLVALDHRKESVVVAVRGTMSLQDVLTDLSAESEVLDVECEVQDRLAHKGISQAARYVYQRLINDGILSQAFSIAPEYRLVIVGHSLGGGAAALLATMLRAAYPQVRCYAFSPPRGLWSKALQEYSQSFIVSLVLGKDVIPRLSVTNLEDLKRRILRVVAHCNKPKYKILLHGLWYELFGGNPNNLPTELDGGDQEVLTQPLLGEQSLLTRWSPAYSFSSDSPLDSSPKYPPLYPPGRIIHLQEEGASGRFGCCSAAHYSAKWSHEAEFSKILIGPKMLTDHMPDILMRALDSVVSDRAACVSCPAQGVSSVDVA
Cardiac RTF inh: cardiac RTF calcium sensitivity inhibitors, primary screen, biochemical, IANBD-TnC fluorescence, EC70 calcium. Troponin I, cardiac muscle (Homo sapiens) + Troponin T, cardiac muscle (Homo sapiens) + …. IANBD-labeled cardiac RTF, Ca2+ fluorescence. 0.12% of 340,000 active. AID 493244, 2011. inhibition, % at 7.15 µM;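 active = inhibition above the mean inhibition of all tested compounds plus 3 SD, cut at about 17% in these data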;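 also: assay run at fixed EC70 calcium of 1.6 mM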
V-ATPase pHluor: regulators of yeast V-ATPase proton pumping, primary screen, pHLuorin cytosolic pH fluorescence. S. cerevisiae. response, % at 10 µM. 0.37% of 350,000 active. AID 504577, 2011; in the data active = response mostly above about 7.3%, no sharp cut-off; inactive = mostly below about 5.4%; also: actives read high; inactives centre near 0; some compounds called inactive have numbers as strong as hits
Pemphigus Ab inh: inhibitors of pemphigus antibody binding to DSG3, primary screen, biochemical, bead-based, flow cytometry, scFv-GFP; Desmoglein-3 (Homo sapiens), P32926; DSG3-coupled beads, scFv-anti-DSG3-GFP binding; stronger effect = lower value; binding (percent of control), % at 10 µM; 0.48% of 310,000 active;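 active = binding more than 3 SD below its plate's average and above zero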;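 also: hits lower antibody fragment binding to DSG3; some compounds called inactive have numbers as strong as hits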
Starred values were filed as active, the others as inactive; nt = no result given. Some of the compounds tested; count on the stated rates, not on these rows.

Compound,CAL PDZ FP-2,V-ATPase pHluor,Pemphigus Ab inh,DAGLB inhibitor,CAL PDZ FP-1,NSD2 HMT inh,Arr AP2 block,Cardiac RTF inh,Keap1-Nrf2 PPI,C-LANA FP
COc1ccc(NC(=O)CSc2nnc(-c3cc(C)[nH]n3)n2N)cc1OC,-3,3,nt,2,-2.7,-1,-13,-1,-1,0.7
C=CCOc1ccc(CNCCc2ccc(S(N)(=O)=O)cc2)cc1,0,0,106,2,0.8,-4,35,6,-3,0.2
COC(C(=O)Nc1ccnn1C1CCN(C(=O)c2ccc(C=O)cc2)CC1)c1ccccc1 (configuration not stated),-3,1,105,-1,-0.6,-2,-6,-13,-4,-1.4
O=S(=O)(NCC1CCCO1)c1ccc(S(=O)(=O)N2CCCC2)cc1 (configuration not stated),-5,2,107,0,-1.2,nt,4,-5,-5,1.6
COc1cccc(NC(=O)C2C3C=CC4(O3)C2C(=O)N(C(C)C)C4C(=O)NC2CCCCC2C)c1 (configuration not stated),-4,3,98,-4,-1.9,2,-4,-2,-5,0.9
CN(C)c1ccc(NC(=O)CN2C3CCCC2CC(NC(=O)c2ccccc2)C3)cc1 (configuration not stated),-4,1,103,1,-2.3,10,14,2,3,0.8
O=C(C(Sc1ccccc1)c1ccccc1)N1CCOCC1 (configuration not stated),0,3,87,-1,-2.1,-3,-2,2,-1,-1.3
c1ccc(Nc2nc(NCc3ccco3)c3ccccc3n2)cc1,nt,1,130,0,-1.4,-1,8,-8,-2,15
O=C(NCC(c1cccnc1)N1CCOCC1)Nc1ccccc1 (configuration not stated),-1,-1,105,-2,-2.7,-2,27,-5,-2,0.2
COC(C[C@H]1O[C@H]1C(=O)[C@@H](C)OCc1ccccc1)OC,-1,4,108,0,-0.9,nt,4,1,-2,0.2
CC(Sc1ccc(S(=O)(=O)N2CCCC2)cn1)C(N)=O (configuration not stated),-4,-3,117,1,-1.1,-4,44,-11,2,-1.6
Cc1ccc(-n2c(C)cc(/C=N/Nc3ccc([N+](=O)[O-])cn3)c2C)cc1,0,4,110,0,0.1,2,-3,2,-5,-0.2
O=C(NCc1ccc(N2CCCC2=O)cc1)NC1CCCCC1,-3,1,nt,-1,-1.0,0,1,-7,1,6.2
CC(C)CNS(=O)(=O)c1ccc(CCC(=O)NCc2ccncc2)cc1,1,3,100,-2,-1.5,-2,-9,-4,-5,-0.6
Cc1ccc(C)c(CNS(=O)(=O)c2c(C)[nH]c(C)c2C(=O)N2CCCCC2)c1,nt,-3,98,-1,0.1,2,32,2,4,-0.1
COc1ccc2c(c1)CC(C)C/C2=N\NC(=O)c1ccco1 (configuration not stated),nt,-2,99,-1,-2.8,-1,9,1,1,-0.2
Cc1nn(Cc2c(F)c(F)c(F)c(F)c2F)c(C)c1NC(=O)c1nn(C)cc1[N+](=O)[O-],nt,-2,105,1,-1.8,-3,9,-11,1,-0.8
N#Cc1ccsc1NC(=O)CN1CCCCCC1,-7,4,73,0,nt,-1,6,-6,2,-1.5
O=C(NNC(=O)c1csc(-c2cccnc2)n1)c1ccccc1,nt,-3,106,1,0.4,-3,21,-6,-5,-0.5
CC(Sc1ccc(Cl)cc1)C(=O)NNC(=O)c1ccco1 (configuration not stated),nt,-3,97,-4,-0.6,-1,-16,-7,3,-1.1
Cc1cccc(N2CCN(C(=O)N3CCCCC3)CC2)c1C,2,1,86,-4,-3.4,-1,-12,-10,-1,-0.4
CCN(CC)S(=O)(=O)c1ccc(-c2nnc(SCC(=O)Nc3nnc(C)s3)n2CC)cc1,-1,2,102,-2,-1.3,-1,-10,2,8,1.1
Cc1c(NC(=O)Nc2cccc(C(F)(F)F)c2)c(=O)n(-c2ccccc2)n1C,-4,-1,102,0,1.0,0,6,4,-2,0.3
O=C(CCN1CCCCC1=O)NC1CCCc2c1cnn2-c1ccccc1F (configuration not stated),-5,4,nt,-1,0.3,0,3,3,-4,-0.2
COc1ccccc1NC(=O)CS(=O)(=O)c1cn(CC(=O)N(C(C)C)C(C)C)c2ccccc12,0,-1,nt,1,-2.3,0,-5,-3,-3,0.8
CCOC(=O)c1oc2ccccc2c1COC(=O)CNC(=O)c1ccccc1,nt,1,105,-1,0.1,-3,7,-1,1,-1.7
Cc1c(Cl)cccc1NC(=O)CNC(=O)c1cn(-c2ccccc2)nc1-c1cccnc1,nt,1,102,0,-6.2,-2,-14,-2,-3,-0.6
COc1cc(/C=C/C(=O)O[C@H]2[C@H](O[C@@H]3O[C@@H](C)[C@H](O)[C@@H](O)[C@H]3O)[C@@H](O)[C@H](OCCc3ccc(O)c(OC)c3)O[C@@H]2CO)ccc1O,-2,2,101,0,-1.4,nt,20,6,1,1.9
CCOc1ccc(NC(=O)c2ccc(NC(=O)C3CCCO3)cc2)cc1 (configuration not stated),-6,1,98,-1,-3.0,-5,18,-1,1,-2.0
CC(C)C[C@@H](CNCC(=O)[C@H](Cc1c[nH]c2ccccc12)NC(=O)c1[nH]cnc1C(=O)N[C@@H](C)CN)NC(=O)c1nc[nH]c1C(=O)N[C@@H](CC(=O)O)C(=O)O,-1,-4,112,-2,-0.4,nt,16,-2,-8,2.5
CN(c1ccc(C(=O)NCc2ccncc2)cc1)S(=O)(=O)c1ccc(Cl)cc1,-8,-1,nt,1,-3.4,0,-3,-2,-4,-0.2
C=CCSc1nc(-c2ccc(OC)cc2)c(C#N)c(=O)n1CC=C,-6,-1,nt,-7,-3.9,-1,-3,-4,0,-2.7
Nc1nccc(N2CCCCC2)n1,nt,0,105,2,nt,0,nt,nt,nt,nt
CCN(CC)CCOC(=O)/C=C/c1ccccc1OC,-1,1,90,-1,-1.9,3,-13,-3,2,0.2
Cc1ccc(NC(=O)Cn2nnc(-c3ccccc3NC(=O)c3cccs3)n2)cc1,-2,-4,103,-8,-1.0,-2,-3,12,-5,1.1
Cc1cc(C(=O)NNC(=O)c2ccc(C)s2)c(C)o1,-4,-7,100,-2,-0.6,-1,22,6,1,0.6
CCOC(=O)c1sc(NNC(=O)c2ccc(C)cc2)nc1C,nt,0,105,0,-1.0,-4,-6,2,-11,0.0
CCCn1c(C2CC(=O)N(c3cc(OC)ccc3OC)C2)nc2ccccc21 (configuration not stated),-4,-3,97,1,0.3,nt,-5,-4,-7,0.9
Cc1cc(N2CCN(c3ccc(F)cc3)CC2)nc2cc(O)ccc12,nt,1,100,-1,-4.5,nt,13,-11,2,0.8
O=C(Nc1ccccc1)c1ccc2c(c1)OCCCO2,5,0,108,-2,-2.0,-2,8,-4,4,1.2
COc1cc(/C=C/C(=O)O)ccc1OCc1cnc(Cl)s1,5,0,101,nt,-0.6,-6,2,nt,0,0.1
CCOC(=O)c1nn(-c2ccc(F)cc2)c(=O)c2c(N)scc12,14,-1,99,-1,-2.1,15,8,3,-7,-1.0
COc1cccc(Nc2ncc(C#N)c(N)n2)c1,nt,5,95,nt,-1.1,-2,6,nt,-2,1.1
Cc1sc(NC(=O)c2ccc(Br)s2)c(C(N)=O)c1C,-3,1,103,-1,-1.2,31,32,-6,2,1.7
COc1ccc(Cn2nnnc2C(c2ccccn2)N2CCN(c3cc(Cl)ccc3C)CC2)cc1 (configuration not stated),-3,0,99,-5,0.2,-8,8,-5,-2,-0.3
CCOC(=O)c1cnc2c(Cl)cccc2c1NCCN(C)C,1,1,96,0,-2.5,15,7,-8,-3,0.2
Cc1cccn2c(=O)c3cc(C(=O)NC(C)C)c(=N)n(Cc4ccncc4)c3nc12,0,-11,104,3,-0.8,1,1,-4,-6,0.1
Cc1[nH]c2ccccc2c1C(=O)/C=C/c1ccccc1,2,0,nt,-5,-2.3,0,-2,-1,0,-0.3
CCCN1CCN(c2nc(-c3cccs3)nc3ccccc23)CC1,-3,1,131,-1,-4.1,9,-2,6,-3,1.7
Cc1cccc(N=CC=C2OC(C)(C)C(C)(C)O2)c1,-2,2,130,-4,-1.6,0,0,-4,-2,0.1
Cc1ccc(NC2(C#N)C(=O)Nc3ccccc32)cc1 (configuration not stated),-22,-2,113,-1,-0.4,14,22,-5,0,0.4
Cc1ccc(S(=O)(=O)N(CCO)Cc2cc3ccc(C)c(C)c3[nH]c2=O)cc1,-6,1,107,2,nt,1,-3,0,-1,0.8
CC12CCC(=O)N1C(C(=O)Nc1nc(-c3ccccc3)cs1)CS2 (configuration not stated),-3,-2,98,-1,-1.4,-6,0,1,2,1.8
Cc1ccc(NC(=S)NN2CCN(C)CC2)c(C)c1,1,1,93,-1,-2.5,-2,-10,-25,-3,-0.1
O=C(NCc1ccccc1Cl)c1ccc(CS(=O)(=O)c2ccccc2)o1,-5,-2,104,1,-1.8,-2,-4,-2,-4,-0.5
O=c1cnn(Cc2ccc(Cl)c(Cl)c2)c2ccccc12,-4,-1,101,-1,-4.5,6,27,-7,1,-0.6
O=C(Nc1ccc(F)cc1)c1cc2cc(Cl)ccc2[nH]1,0,-3,96,-3,-0.4,0,46,-5,1,-5.0
C=CCn1c(SCC(=O)NC2CC2)nnc1-c1cccs1,-1,0,nt,0,-1.5,-1,-11,2,-3,-0.2
COc1ccc(N(CCC#N)S(=O)(=O)c2cccc3nsnc23)cc1,4,1,96,2,0.0,-1,11,0,1,-0.2

From PubChem BioAssay
